High-throughput results: PubChem BioAssay, Sanford-Burnham Center for Chemical Genomics
SENP7 inh – inhibitors of human SENP7 protease; Q9BQF6; recombinant SENP7, Z-RLRGG-aminoluciferin luminescence, 40 min; inhibition, % at 5 µM; 1.5% of 330,000 active; AID 434973;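 active = inhibition above about 50% at the single test dose, limit read from the data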;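 also: plate controls were DMSO with enzyme for no effect and no enzyme buffer wells for full effect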
Target sequence (Q9BQF6 706-1050 limits assumed): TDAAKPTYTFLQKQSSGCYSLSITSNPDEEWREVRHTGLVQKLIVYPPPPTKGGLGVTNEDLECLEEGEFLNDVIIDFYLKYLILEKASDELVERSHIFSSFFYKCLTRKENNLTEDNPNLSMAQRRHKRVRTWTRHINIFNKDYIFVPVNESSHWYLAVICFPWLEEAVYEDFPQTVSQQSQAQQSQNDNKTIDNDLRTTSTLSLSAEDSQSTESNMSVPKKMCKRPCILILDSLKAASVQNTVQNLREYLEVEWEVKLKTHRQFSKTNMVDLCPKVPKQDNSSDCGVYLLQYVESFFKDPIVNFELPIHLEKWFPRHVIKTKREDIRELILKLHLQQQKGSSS
UBC13 polyUb – inhibitors of human UBC13 polyubiquitin chain formation. P61088. TR-FRET. inhibition, % at 20 µM. 0.47% of 330,000 active. AID 485273; in the data active = inhibition above about 45%, passing the limit was not always enough
Target sequence (P61088 whole entry, looked up): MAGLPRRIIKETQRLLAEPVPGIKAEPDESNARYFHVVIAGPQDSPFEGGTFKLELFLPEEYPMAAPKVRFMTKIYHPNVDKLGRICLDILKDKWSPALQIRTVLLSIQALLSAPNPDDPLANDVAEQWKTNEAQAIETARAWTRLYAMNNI
SENP8 block – SENP8 protease inhibition. Q96LD8. purified SENP8, Z-RLRGG-aminoluciferin cleavage, luminescence. inhibition, % at 10 µM. 1.2% of 330,000 active
Target sequence (Q96LD8 whole entry, looked up): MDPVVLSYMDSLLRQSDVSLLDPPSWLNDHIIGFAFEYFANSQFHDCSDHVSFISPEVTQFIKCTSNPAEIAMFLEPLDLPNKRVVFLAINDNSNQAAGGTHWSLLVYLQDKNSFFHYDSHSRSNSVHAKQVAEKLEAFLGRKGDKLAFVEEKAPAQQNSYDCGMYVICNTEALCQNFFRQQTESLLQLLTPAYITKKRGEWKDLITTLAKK
Gli-Sufu antag – blocks Gli-Sufu signaling in a luciferase reporter; Sufu-KO-LIGHT fibroblasts, Gli luciferase reporter luminescence; inhibition, % at 5 µM; 0.74% of 340,000 active; AID 588413;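 active = inhibition above about 55%, limit read from the data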;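 also: 0% = DMSO-treated cells and 100% = wells with medium but no cells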
Apaf1 inhib – inhibitors of human Apaf-1 apoptosome; O14727; reconstituted apoptosome caspase-3 activity, DEVD-Rh110 fluorescence; inhibition, % at 20 µM; 0.71% of 330,000 active; active = inhibition of at least 40% at 20 µM;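 also: plate controls were DMSO wells for no effect and DEVD-CHO caspase inhibitor wells for full effect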
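Material: reconstituted apoptosome with Apaf-1, cytochrome c, caspase-9, procaspase-3, dATP. Technique: Rh110 fluorescence intensity. Buffer or medium: pH 7.5 Hepes buffer with CHAPS, BSA, DTT. Times: 30 min plus 50 min, RT.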
HKDC1 inhibitor – HKDC1 (human) hexokinase inhibition; inhibition, % at 20 µM; AID 493160; recombinant HKDC1, G6PDH/diaphorase resazurin coupled fluorescence; Q2TB90; 0.16% of 340,000 active;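 active = inhibition above about 35% when tested at 20 µM, limit read from the data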;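 also: plate controls were DMSO wells with enzyme for no effect and DMSO wells lacking enzyme for full effect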
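Test system: recombinant HKDC1 (HK5) hexokinase enzyme, produced in-house; Amount: enzyme 5 µg/mL final; Buffer or medium: Tris pH 8.0 buffer with MgCl2, Tween-20, BSA, BME; Reagent: glucose and ATP substrates; Doses: 20 µM test compound, 1% DMSO; Incubation: 90 min reaction incubation at room temperature, dark; Detection: resorufin fluorescence at 613 nm.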
697 NFkB inh – inhibitors of the PMA/ionomycin-induced NF-kB reporter in 697 B cells | 697 B-cell NF-kB luciferase reporter, 16 h | inhibition, % at 4 µM | 0.33% of 330,000 active; in the data active = inhibition above about 35%
Jurkat NFkB inh – lowers PMA/ionomycin-induced NF-kB signal in Jurkat cells; PMA/ionomycin-induced NF-kB luciferase reporter, luminescence; inhibition, % at 4 µM; 0.53% of 330,000 active; AID 435003
The depositor's hits bear a star. Rule as the data show it, unless noted: active = inhibition above about 50%; inactive = the rest.

For Cc1cc2cc(CNC(=O)c3ccc(S(=O)(=O)N(C)C)cc3)ccc2n1C the results were SENP7 inh 1, UBC13 polyUb 6, SENP8 block 5, Gli-Sufu antag 18, Apaf1 inhib 45*, HKDC1 inhibitor 8, 697 NFkB inh -22 and Jurkat NFkB inh -4.
COc1cc(OC)cc(C(=O)NCCN2C(=O)S/C(=C\c3cccs3)C2=O)c1 was read as SENP7 inh -9, UBC13 polyUb -13, SENP8 block -18, Gli-Sufu antag 25, Apaf1 inhib 23, HKDC1 inhibitor 2, 697 NFkB inh -8 and Jurkat NFkB inh -4.
For CCCCOC(=O)CCNc1n[nH]c(=O)[nH]c1=O the results were SENP7 inh 4, UBC13 polyUb 1, SENP8 block -1, Gli-Sufu antag -1, Apaf1 inhib 7, HKDC1 inhibitor -5, 697 NFkB inh 7 and Jurkat NFkB inh -26.
Screening C/C(CC(=O)Nc1ccc2c(c1)OCCO2)=N\NC(=O)COc1ccc(C)cc1 returned SENP7 inh 3, UBC13 polyUb 0, SENP8 block -3, Gli-Sufu antag -25, Apaf1 inhib 5, HKDC1 inhibitor -4, 697 NFkB inh 12 and Jurkat NFkB inh -4.
Cc1c(NC(=O)c2ccc(S(=O)(=O)Nc3ccccc3F)cc2)c(=O)n(-c2ccccc2)n1C was read as SENP7 inh -14, UBC13 polyUb -10, SENP8 block -14, Gli-Sufu antag 2, Apaf1 inhib 4, HKDC1 inhibitor -8, 697 NFkB inh 11 and Jurkat NFkB inh 7.
For Cc1ccc(NC(=O)c2ccn(C)n2)c(Br)c1 the results were SENP7 inh 44, UBC13 polyUb 4, SENP8 block 42, Gli-Sufu antag -26, Apaf1 inhib -10, HKDC1 inhibitor -13, 697 NFkB inh -203 and Jurkat NFkB inh -126.
For O=C1CN(C(=O)CNC(=O)c2cccc(Cl)c2)c2ccccc2N1 the results were SENP7 inh -2, UBC13 polyUb 4, SENP8 block 2, Gli-Sufu antag -24, Apaf1 inhib -2, HKDC1 inhibitor -1, 697 NFkB inh 3 and Jurkat NFkB inh 5.
For COc1cc(S(=O)(=O)Nc2cccnc2)ccc1Cl the results were SENP7 inh 11, UBC13 polyUb -3, SENP8 block 1, Gli-Sufu antag 0, Apaf1 inhib 9, HKDC1 inhibitor -6, 697 NFkB inh -6 and Jurkat NFkB inh -9.
For O=C(Oc1ccc(N2C(=O)CCC2=O)cc1)c1ccccc1 the results were SENP7 inh 10, UBC13 polyUb -12, SENP8 block -12, Gli-Sufu antag -7, Apaf1 inhib 5, HKDC1 inhibitor -4, 697 NFkB inh -47 and Jurkat NFkB inh -5.
`O=C(Nc1cc(-c2ccccc2)sc1C(=O)O)c1cccc(F)c1` gave SENP7 inh -9, UBC13 polyUb -9, SENP8 block 25, Gli-Sufu antag -7, Apaf1 inhib 11, HKDC1 inhibitor 7, 697 NFkB inh 12 and Jurkat NFkB inh -12.
Screening COC(=O)C(Cc1c[nH]c2ccccc12)NC(=O)CNC(C)=O (configuration not stated) returned SENP7 inh 6, UBC13 polyUb 0, SENP8 block 2, Gli-Sufu antag -63, Apaf1 inhib -10, HKDC1 inhibitor 0, 697 NFkB inh 19 and Jurkat NFkB inh -2.
`COc1cccc(C2C(C(=O)OC(C)C)=C(C)N=c3s/c(=C\c4ccc(C(=O)O)cc4)c(=O)n32)c1` (configuration not stated) gave SENP7 inh -11, UBC13 polyUb -1, SENP8 block -15, Gli-Sufu antag -24, Apaf1 inhib 1, HKDC1 inhibitor -3, 697 NFkB inh 8 and Jurkat NFkB inh -5.

Some of these compounds in order of SMILES length, rising.
For Cc1ccc(NC(=O)c2ccn(C)n2)c(Br)c1 the results were SENP7 inh 44, UBC13 polyUb 4, SENP8 block 42, Gli-Sufu antag -26, Apaf1 inhib -10, HKDC1 inhibitor -13, 697 NFkB inh -203 and Jurkat NFkB inh -126.
For CCCCOC(=O)CCNc1n[nH]c(=O)[nH]c1=O the results were SENP7 inh 4, UBC13 polyUb 1, SENP8 block -1, Gli-Sufu antag -1, Apaf1 inhib 7, HKDC1 inhibitor -5, 697 NFkB inh 7 and Jurkat NFkB inh -26.
For O=C1CN(C(=O)CNC(=O)c2cccc(Cl)c2)c2ccccc2N1 the results were SENP7 inh -2, UBC13 polyUb 4, SENP8 block 2, Gli-Sufu antag -24, Apaf1 inhib -2, HKDC1 inhibitor -1, 697 NFkB inh 3 and Jurkat NFkB inh 5.
COc1cc(OC)cc(C(=O)NCCN2C(=O)S/C(=C\c3cccs3)C2=O)c1 was read as SENP7 inh -9, UBC13 polyUb -13, SENP8 block -18, Gli-Sufu antag 25, Apaf1 inhib 23, HKDC1 inhibitor 2, 697 NFkB inh -8 and Jurkat NFkB inh -4.

Next part:
Screening Cc1ccc(OCCC(=O)OCC(=O)Nc2c(C)nn(-c3ccccc3)c2C)cc1 returned SENP7 inh -12, UBC13 polyUb -3, SENP8 block 1, Gli-Sufu antag -7, Apaf1 inhib 3, HKDC1 inhibitor 4, 697 NFkB inh -9 and Jurkat NFkB inh -34.
Screening COc1ccc(/C=C2\N=C(c3c(-c4ccccc4)noc3C)OC2=O)cc1OC returned SENP7 inh 2, UBC13 polyUb -6, SENP8 block 9, Gli-Sufu antag -2, Apaf1 inhib -20, HKDC1 inhibitor 8, 697 NFkB inh -12 and Jurkat NFkB inh 22.
For COc1ccc(NC(=O)c2ccco2)cc1NC(=O)c1c(OC)cccc1OC the results were SENP7 inh -9, UBC13 polyUb 2, SENP8 block 1, Gli-Sufu antag 6, Apaf1 inhib 1, HKDC1 inhibitor -1, 697 NFkB inh 4 and Jurkat NFkB inh 15.
Screening COc1cccc(NC(=S)NC2CC3CCCC(C2)N3C2CCCC2)c1 (configuration not stated) returned SENP7 inh -5, UBC13 polyUb -9, SENP8 block -3, Gli-Sufu antag 21, Apaf1 inhib 1, HKDC1 inhibitor 17, 697 NFkB inh 6 and Jurkat NFkB inh -14.
Screening Cc1ccc(Nc2ncnc3c2nnn3Cc2ccccc2)cc1 returned SENP7 inh 11, UBC13 polyUb 10, SENP8 block -10, Gli-Sufu antag -12, Apaf1 inhib 9, HKDC1 inhibitor -5, 697 NFkB inh 11 and Jurkat NFkB inh 3.
`O=C(COc1ccccc1)NCC1COc2ccccc2O1` (configuration not stated) gave SENP7 inh 5, UBC13 polyUb 10, SENP8 block 2, Gli-Sufu antag 20, Apaf1 inhib 3, HKDC1 inhibitor -2, 697 NFkB inh 12 and Jurkat NFkB inh 6.
CCOc1ccc(-n2ccnc(SCC(=O)Nc3ccc(CC)cc3)c2=O)cc1 was read as SENP7 inh 2, UBC13 polyUb 15, SENP8 block -6, Gli-Sufu antag -5, Apaf1 inhib 20, HKDC1 inhibitor 3, 697 NFkB inh 3 and Jurkat NFkB inh -11.
`CN(C)NC(=S)NC1CC2CCC1C2` (configuration not stated) gave SENP7 inh 4, UBC13 polyUb 4, SENP8 block 6, Gli-Sufu antag 30, Apaf1 inhib -19, HKDC1 inhibitor -2, 697 NFkB inh 3 and Jurkat NFkB inh 14.
Screening COc1ccccc1CNC(=O)c1ccc(SC)cc1OC returned SENP7 inh 1, UBC13 polyUb 0, SENP8 block -19, Gli-Sufu antag -8, Apaf1 inhib 11, HKDC1 inhibitor 4, 697 NFkB inh -17 and Jurkat NFkB inh -9.
O=[N+]([O-])c1cc(-c2csc(NCCc3nc4cc(Cl)c(N5CCCCC5)cc4n3CCCO)n2)ccc1Cl was read as SENP7 inh -7, UBC13 polyUb 4, SENP8 block -3, Gli-Sufu antag 31, Apaf1 inhib 16, HKDC1 inhibitor 12, 697 NFkB inh 4 and Jurkat NFkB inh 0.
Screening Nc1nc(NCc2ccco2)nc(Nc2cccc(F)c2)c1[N+](=O)[O-] returned SENP7 inh -6, UBC13 polyUb -11, SENP8 block -16, Gli-Sufu antag 2, Apaf1 inhib -1, HKDC1 inhibitor -3, 697 NFkB inh -16 and Jurkat NFkB inh -8.
CC1CCCN(C(=O)CSc2nnc3ccccn23)C1 (configuration not stated) was read as SENP7 inh -8, UBC13 polyUb 0, SENP8 block -15, Gli-Sufu antag -6, Apaf1 inhib 8, HKDC1 inhibitor -5, 697 NFkB inh -1 and Jurkat NFkB inh -30.
`NS(=O)(=O)c1ccc(NC(=O)COC(=O)c2cc3ccccc3cc2O)cc1` gave SENP7 inh 4, UBC13 polyUb -4, SENP8 block -9, Gli-Sufu antag 1, Apaf1 inhib -8, HKDC1 inhibitor 5, 697 NFkB inh 5 and Jurkat NFkB inh -16.
For C/C(CCc1oc2ccccc2c1-c1ccc(C)o1)=N/O the results were SENP7 inh -10, UBC13 polyUb 6, SENP8 block -1, Gli-Sufu antag -8, Apaf1 inhib -5, HKDC1 inhibitor 2, 697 NFkB inh 1 and Jurkat NFkB inh 2.
`Cc1ccc(CNC(=O)CS(=O)Cc2nc(-c3cccs3)oc2C)cc1` (configuration not stated) gave SENP7 inh 4, UBC13 polyUb -9, SENP8 block 8, Gli-Sufu antag -5, Apaf1 inhib -18, HKDC1 inhibitor 0, 697 NFkB inh 20 and Jurkat NFkB inh -1.
`COc1ccccc1C(=O)NC(=O)COC(=O)c1ncc(Cl)c(Cl)c1Cl` gave SENP7 inh 7, UBC13 polyUb 0, SENP8 block -2, Gli-Sufu antag -13, Apaf1 inhib 16, HKDC1 inhibitor 21, 697 NFkB inh 1 and Jurkat NFkB inh 1.
For COC(=O)c1sccc1NC(=O)c1ccc(Cl)cc1 the results were SENP7 inh -7, UBC13 polyUb 10, SENP8 block -19, Gli-Sufu antag -1, Apaf1 inhib 4, HKDC1 inhibitor 2, 697 NFkB inh -19 and Jurkat NFkB inh -5.
COc1cccc(NC(=O)CSc2nnc(-c3cc(C)[nH]n3)n2N)c1 was read as SENP7 inh -6, UBC13 polyUb 2, SENP8 block 1, Gli-Sufu antag 2, Apaf1 inhib -11, HKDC1 inhibitor -4, 697 NFkB inh 7 and Jurkat NFkB inh -8.
O=C1CCCCCN1CP(=O)(O)CCc1ccccc1 was read as SENP7 inh -9, UBC13 polyUb 2, SENP8 block -4, Gli-Sufu antag 8, Apaf1 inhib -17, HKDC1 inhibitor 0, 697 NFkB inh 6 and Jurkat NFkB inh -13.
For O=C(c1cccc(-c2ccc(O)cc2)c1)N1CCN(c2ccc(F)cc2)CC1 the results were SENP7 inh 9, UBC13 polyUb 2, SENP8 block 0, Gli-Sufu antag 15, Apaf1 inhib 4, HKDC1 inhibitor -14, 697 NFkB inh -16 and Jurkat NFkB inh -4.
COc1ccc(C(C)NC(=O)c2ccncc2)cc1OC (configuration not stated) was read as SENP7 inh -13, UBC13 polyUb 1, SENP8 block -11, Gli-Sufu antag 1, Apaf1 inhib 7, HKDC1 inhibitor -5, 697 NFkB inh 15 and Jurkat NFkB inh 7.
Screening CCc1ccc(NC(=O)N(Cc2ccco2)C(C)c2cccs2)cc1 (configuration not stated) returned SENP7 inh -8, UBC13 polyUb -2, SENP8 block -7, Gli-Sufu antag 3, Apaf1 inhib 9, HKDC1 inhibitor -2, 697 NFkB inh 0 and Jurkat NFkB inh -4.
